Source: PubChem BioAssay (National Center for Advancing Translational Sciences (NCATS))
Pol III holo inh – DNA polymerase III holoenzyme inhibition. AID 603. reconstituted DNA polymerase III holoenzyme replication, biochemical. Potency, µM (top dose mostly 57.1 µM), for inactives: at the highest dose activity change, negative = inhibition. 71,000 tested, 0.25% active; note: potency is the fitted concentration of half-maximal effect; % is set by controls: 0 for no effect and ±100 for the full control effect
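Reconstituted *E. coli* holoenzyme (0.35 nM Pol III, 1 nM beta, 154 nM SSB, 2 nM primase) was preincubated with compound for 15 min at RT. Synthesis on 1.4 nM ssM13Gori ran 35 min, then was stopped with PicoGreen/EDTA and read as dsDNA fluorescence.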
UbGFP stabilizer – ubiquitin-GFP accumulation via proteasome inhibition. Ubiquitin-GFP reporter cells, proteasome inhibition, GFP fluorescence; response scale: untreated = 0%, 10 µM MG-132 = 100%. Potency, µM (doses to about 45.9 µM), for inactives: at the top dose activation (GFP accumulation), actives largely listed as activators. 67,000 tested, under 10 active; active = well fitted activation curve with a large enough effect, not every such curve was filed as active; inconclusive = small, poorly fitted or top-dose-only effect, or another doubt; inactive = no such curve, though single readings can be large or run the other way; note: potency is the fitted concentration of half-maximal effect
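GFP accumulation read-out: laser plate cytometry counting ubiquitin(G76V)-GFP-expressing U2OS cells after 4 hr compound exposure at 37 °C. Titrations spanned 46 uM to 2.9 nM; 0% = basal, 100% = 10 uM MG-132; concentration-response curves fitted.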
15-hLO inh – blocks human 15-lipoxygenase activity. P16050. purified 15hLO-1, xylenol orange hydroperoxide absorbance. Potency, µM (top dose mostly 57.1 µM), without a hit: at the top dose activity change, negative = inhibition, usual class: inhibitors. 74,000 tested, 1.4% active. AID 887; note: potency is the fitted concentration of half-maximal effect; % is set by controls: 0 for no effect and ±100 for the full control effect; nearly all actives have a fitted effect of over 55% in size
Target sequence (P16050 whole entry, looked up): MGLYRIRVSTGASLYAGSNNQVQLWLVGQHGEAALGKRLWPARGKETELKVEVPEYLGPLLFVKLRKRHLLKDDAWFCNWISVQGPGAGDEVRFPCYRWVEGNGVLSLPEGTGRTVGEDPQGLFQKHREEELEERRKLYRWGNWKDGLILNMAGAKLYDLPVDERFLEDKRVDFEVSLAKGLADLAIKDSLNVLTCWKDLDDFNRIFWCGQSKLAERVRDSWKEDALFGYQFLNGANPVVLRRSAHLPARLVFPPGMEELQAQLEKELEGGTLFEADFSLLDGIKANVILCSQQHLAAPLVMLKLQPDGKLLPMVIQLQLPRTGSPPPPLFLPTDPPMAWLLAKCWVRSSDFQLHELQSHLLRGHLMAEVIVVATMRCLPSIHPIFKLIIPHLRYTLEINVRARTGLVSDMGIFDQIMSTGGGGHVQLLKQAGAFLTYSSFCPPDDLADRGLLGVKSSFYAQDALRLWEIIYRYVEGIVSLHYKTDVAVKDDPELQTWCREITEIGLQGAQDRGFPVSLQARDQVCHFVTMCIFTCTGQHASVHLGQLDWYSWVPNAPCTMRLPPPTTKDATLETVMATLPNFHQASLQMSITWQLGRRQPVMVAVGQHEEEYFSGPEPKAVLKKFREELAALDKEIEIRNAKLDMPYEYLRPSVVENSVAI
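Purified human 15hLO-1 (40 nM) in 25 mM Hepes pH 7.5, 0.01% Triton X-100, preincubated 15 min RT with compound, then 50 uM arachidonic acid for 6 min. Hydroperoxide read by ferrous/xylenol orange, 30 min; 573/405 nm absorbance ratio gave progress.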
HADH2 inhib – inhibitors of human HADH2 dehydrogenase | Potency, µM (series often up to 57.1 µM), for inactives: at the top dose activity change, negative = inhibition, actives largely listed as inhibitors | recombinant HADH2, NADH fluorescence, beta-hydroxybutyryl-CoA | 73,000 tested, 3.4% active; note: potency is the fitted concentration of half-maximal effect; % is set by controls: 0 for no effect and ±100 for the full control effect; nearly all actives have a fitted effect of over 60% in size; many of its hits are not listed in these tables
Target sequence (Q99714 whole entry, looked up, one chain of several): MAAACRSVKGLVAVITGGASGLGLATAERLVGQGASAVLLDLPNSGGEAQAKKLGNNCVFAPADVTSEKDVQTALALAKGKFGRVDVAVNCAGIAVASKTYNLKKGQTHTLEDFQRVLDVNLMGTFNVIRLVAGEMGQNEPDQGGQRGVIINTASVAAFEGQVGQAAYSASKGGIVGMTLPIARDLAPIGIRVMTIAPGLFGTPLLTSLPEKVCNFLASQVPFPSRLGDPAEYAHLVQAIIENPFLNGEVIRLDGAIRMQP
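Read-out: 360 nm excitation, 450 nm emission, kinetic over 4 min. Conditions: His-tagged human HADH2 20 nM, pH 9.0 Tris with Tween-20, 1 mM NAD+, 90 uM beta-hydroxybutyryl-CoA.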
CRE-bla Fsk – modulators of forskolin-stimulated CRE signaling in CHO cells. CHO CRE-bla reporter (cAMP response element driving beta-lactamase), forskolin EC10, beta-lactamase ratio. Potency, µM (titrated, usually from 38.2 µM), without a hit: at the highest dose activity change, negative = inhibition, most hits filed as activators. 71,000 tested, 2.5% active. AID 662; active = well fitted activation curve with a large enough effect in the signal ratio, with a control signal flat, not every such curve was filed as active; inconclusive = small, poorly fitted or top-dose-only effect, or effect the other way, or a change in a side signal; the % refers to the signal ratio; note: potency is the fitted concentration of half-maximal effect; % of control where 0% means no effect
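CHO CRE-bla cells, overnight plating in Opti-MEM with 0.5% dialyzed FBS; cpd titration + EC10 NKH 477, 3 h 37 °C; CCF4 2 h RT; ex 405/em 460 vs 530 ratio → %Activity, AC50.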
HBB splicing – modulators of hemoglobin beta chain splicing; Potency, µM (doses to about 46.1 µM), without a hit: at the highest dose activation, usual class: activators; HBB splicing reporter cell assay, activation; EGFP reporter with mutant IVS2-654 intron; response scale: normalised to 500 nM splice-correcting PNA; 65,000 tested, 0.06% active; AID 925; note: potency is the fitted concentration of half-maximal effect; 0% is about no effect
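HeLa cells stably expressing EGFP interrupted by mutant beta-globin intron 2 (IVS2-654), 500/well in 2% FCS. Treated with compound for 2 days at 37C. Splicing correction scored as total well GFP intensity (488 nm excitation, 500-520 nm emission); 500 nM antisense PNA served as control.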
Hsp90 Hop PPI – changes Hsp90-Hop TPR2A binding signal, up or down. AlphaScreen TPR2A-His6 binding biotin-Hsp90 C-terminal peptide. 71,000 tested, 0.44% active. AID 595. Potency, µM (titrated, usually from 57 µM), for the others: at the top dose activity change, negative = inhibition; active = well fitted curve in either direction with a large enough effect; inconclusive = small, poorly fitted or top-dose-only effect, or another doubt; note: potency is the fitted concentration of half-maximal effect; % is set by controls: 0 for no effect and ±100 for the full control effect; many of its hits are not listed in these tables
BRCT PPI green – BRCA1 BRCT-phosphoprotein interaction inhibition | P38398 | BRCA1 BRCT-phosphopeptide binding, green fluorescence polarization | Potency, µM (doses to about 76.9 µM), for the others: top-dose activity change, negative = inhibition, most hits filed as inhibitors | 75,000 tested, 0.05% active;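 note: potency is the fitted concentration of half-maximal effect; plate controls were peptide without protein for full effect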
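Fluorescence polarization: His-tagged BRCT (~35 kDa BRCA1 C-terminus, 250 nM) bound to 100 nM fluorescein-labeled phosphorylated 10-aa BACH1 peptide, pH 7.3 phosphate buffer with DTT and Tween 20. Compounds incubated 12 min at room temperature; inhibition read as lowered polarization.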
USP2a inh – blocks human ubiquitin-specific protease USP2a | O75604 | USP2a enzymatic assay, qHTS inhibition | Potency, µM (highest dose often 38.3 µM), inactives show at the top dose activity change, negative = inhibition, most hits filed as inhibitors | 60,000 tested, 0.1% active | AID 927;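 note: potency is the fitted concentration of half-maximal effect; nearly all actives have a fitted effect of over 60% in size; plate controls were DMSO for no effect and NEM full inhibition control for full effect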
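Coupled readout: USP2-cleaved Ub-PLA2 (20nM final) turns over NBD C6-HPC (20uM final), Ex 460nm/Em 535nm after 2.5 h, time-zero read flagging artifacts. Enzyme (20nM final, pH 8.0 Tris) given 30 min RT with compound first; NEM defines full inhibition.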
GFP derepression – derepresses silenced GFP locus in mouse C127i cells; 68,000 tested, 0.09% active; Potency, µM (series often up to 46.1 µM), inactives show top-dose GFP derepression (activation); mouse C127i GFP locus derepression, cytometry, 30 h; note: % of control where 0% means no effect
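Derepression screen: silenced CMV-GFP reporter in murine C127i cells, 30 h compound incubation at 37 C, washed cells imaged by laser-scanning cytometer to enumerate GFP-expressing objects of 20 to 120 um.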
BRCT PPI red – BRCT-phosphoprotein interaction inhibition (red fluorophore); Potency, µM (doses to about 76.9 µM), for the others: top-dose activity change, negative = inhibition, most hits filed as inhibitors; 75,000 tested, 0.03% active; AID 892; BRCT-phosphopeptide binding, red fluorescence polarization; note: % is set by controls: 0 for no effect and ±100 for the full control effect
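Fluorescence polarization: 100 nM His-tagged BRCA1 BRCT with 100 nM TAMRA-labelled phospho-BACH1 decapeptide, phosphate buffer pH 7.3 with 150 mM NaCl, DTT, 0.01% Tween 20; 12 min RT. Binding inhibition seen as FP decrease.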
* hit, by the source's call; u = inconclusive; x = no result given; & = joins results of further samples; ! = repeats disagree; [ ] = dose if it differs, or a comment. Unless noted, calls come from the whole dose curve; as a rule, active = well fitted curve in the direction sought with a large enough effect; inconclusive = small, poorly fitted or top-dose-only effect, or another doubt; inactive = no such curve, though single readings can be large; an effect the other way counts as inactive or inconclusive. Not all compounds are listed, so the mix of outcomes need not match the whole.

SMILES	Pol III holo inh	UbGFP stabilizer	15-hLO inh	HADH2 inhib	CRE-bla Fsk	HBB splicing	Hsp90 Hop PPI	BRCT PPI green	USP2a inh	GFP derepression	BRCT PPI red
CCN1CCN(c2cc(C)c3cc(NC(=O)c4ccncc4)ccc3n2)CC1	-5.9%	-12.1%	-7.3%	-10.8%	4.1%	0.3%	-4.5%	-1.0%	x	-3.4%	-2.8%
CCOC(=O)N1CCC(NC(=O)Cn2cccc2C(=O)c2ccccc2)CC1	-2.3%	-10.6%	-1.2%	2.8%	u	0.7%	2.7%	-4.9%	-6.6%	1.0%	-0.3%
CCCCn1c(SCc2cccnc2)nc2c1c(=O)n(C)c(=O)n2C	-5.7%	-3.2%	6.2%	4.1%	u	-0.2%[57.5 µM]	-5.9%	2.4%	x	2.3%	-0.6%
CC(C)C[C@@H](CC(=O)N[C@@H](CCC(=O)O)CC(=O)O)NC(=O)[C@@H]1CNCC[C@H]1NC(=O)C[C@@H](NC(=O)C[C@H](CO)NC(=O)[C@@H]1CNCC[C@H]1N)C(C)C	-0.1%	x	x	-3.6%	u	0.1%	-10.8%	x	x	x	x
O=C(Nc1cccc(S(=O)(=O)c2cccc(NC(=O)C3CC3)c2)c1)C1CC1	0.6%	-6.8%	-2.7%	8.5%	7.5%	0.0%	-2.8%	2.9%	40.3%[activator]	0.0%	1.7%
Fc1ccccc1N1CCN(Cc2nc(-c3ccccc3)no2)CC1	-2.0%	2.1%	1.9%	-4.2%	-7.6%	-1.1%	-6.4%	-5.8%	2.2%	2.9%	0.3%
NC1(C(=O)O)CC(C(=O)O)C1 (configuration not stated)	-2.2%	0.0%	20µM*!	8.6%&-1.1%	0.7%	-0.3%	0.8%	-1.2%&-2.3%	x	0.0%	-0.2%&0.8%
COC(=O)[C@@]1(Cc2ccc(OC)cc2)[C@H]2c3cc(C(=O)N4CCCC4)n(Cc4c(CO)[nH]cc(C)c4=O)c3C[C@H]2CN1C(=O)c1ccccc1	-8.8%	x	x	7.7%	u	-0.3%	-4.7%	0.6%	x	x	-0.2%
CCCCc1nnc(SCCSc2nnc(CCCC)n2N)n1N	-1.6%	2.5%	5.2%	0.8%	8.9%	2.2%	-6.2%	-3.0%	4.6%	-2.7%	0.2%
O=C(NC(Cc1ccccc1)C(=O)N1CCN(c2ccccn2)CC1)c1ccco1 (configuration not stated)	-1.4%	2.8%	-2.2%	8.2%	-7.4%	-0.1%	0.0%	-5.2%	26.1%	-3.3%	-1.0%
Cc1cc2nsnc2c(S(=O)(=O)NCC(=O)O)c1C	-18.5%	10.1%	2.3%	-22.0%	-0.8%	-1.2%	-3.0%	-3.6%	-1.9%	-6.3%	-1.3%
COc1cccc(C2=NOC(C(=O)NCCN3CCOCC3)C2)c1 (configuration not stated)	0.1%	21.7%	12.0%	-1.7%	-20.3%	-1.3%	-2.9%	-2.7%	1.8%	2.1%	0.6%
Cn1c(SCC(=O)N2CCCc3ccccc32)nnc1-c1c[nH]c2ccccc12	-4.3%	-7.8%	7.0%	5.3%	-3.8%	-0.9%	-4.2%	0.2%	29.0%	5.8%	-0.8%
CCCCC(C(=O)O)C(C)CC(=O)Nc1ccn(-c2ccccc2)n1 (configuration not stated)	-6.3%	0.0%	3.5%	3.5%	-9.0%	2.8%[0.369 µM]	1.3%	0.0%	0.0%	6.9%	-1.3%
c1cncc(-c2nc(-c3ccco3)cs2)c1	-20.6%	-1.1%	u	-6.3%	-1.8%	1.4%[57.5 µM]	-10.2%	-6.7%	11.2%	20.0%	-9.5%
CCN(CCCNC(=O)CN1C(=O)COc2ccccc21)c1ccccc1	-3.7%	-9.7%	10.5%	1.3%	u	0.2%	-5.8%	-0.5%	9.0%	-2.8%	1.2%
COc1ccc(N2C(=O)CC(N3CCN(S(=O)(=O)c4c(F)cccc4F)CC3)C2=O)cc1OC (configuration not stated)	1.3%	1.8%	10.9%	4.3%	-12.0%	-0.1%	-3.4%	-3.0%	15.4%	-1.1%	0.5%
COc1ccc(CN2CCN(S(=O)(=O)c3ccccc3)CC2)c(OC)c1	-0.5%	2.0%	-5.1%	12.5%	3.1%	-0.2%[57.5 µM]	-1.5%	-1.8%	x	2.3%	-0.2%
Cn1ccnc1SCc1cc(=O)[nH]c2ccccc12	-3.8%	7.4%	6.9%	-6.7%	-4.3%	0.1%	-1.9%	-2.0%	-1.6%	2.7%	1.5%
Oc1ccc(N2CCN(c3ncnc4sc5c(c34)CCC5)CC2)cc1	-5.7%	3.4%	3.16µM*	12.6µM*	-25.7%	-2.6%	-18.7%	-0.8%	27.7%	-1.2%	0.2%
CCN(CC)CCCNc1cc2n(c(=O)n1)CCc1cc(OC)c(OC)cc1-2	-8.5%	0.8%	-1.6%	u	u	-2.9%[0.369 µM]	-5.7%	4.3%	7.4%	4.3%	-0.8%
CC1(C(=O)NCCc2c[nH]c3ccccc23)C=CCN1C(=O)c1ccccc1 (configuration not stated)	-10.7%	x	5.1%	10.3%	-14.7%	-1.0%	1.7%	-1.3%	x	x	-0.9%
O=C(CC1(O)C(=O)Nc2ccccc21)c1ccc(-n2cccc2)cc1 (configuration not stated)	-6.0%	-7.7%	3.1%	-8.0%	u	-0.5%	-11.4%	0.3%	37.4%[activator]	-2.9%	-2.1%
CCOC(=O)c1c(C)c(C(=O)NCCCOC)c(C)n1C	1.2%	-2.8%	-1.6%	-8.2%	8.3%	-0.8%	-2.1%	-1.3%	1.4%	2.0%	-1.8%
CSc1nnc(-c2ccccc2)c(=O)[nH]1	-5.0%	-0.1%	5.0%	-8.3%	-7.8%	-0.1%[57.5 µM]	0.4%	-1.4%	-6.4%	6.7%	-0.9%

Next part:
SMILES	Pol III holo inh	UbGFP stabilizer	15-hLO inh	HADH2 inhib	CRE-bla Fsk	HBB splicing	Hsp90 Hop PPI	BRCT PPI green	USP2a inh	GFP derepression	BRCT PPI red
CCOc1ccc(C2C=C(c3ccc(C)cc3)Nc3nnnn32)cc1 (configuration not stated)	0.8%	20.0%	-14.2%	u	u	2.3%[1.84 µM]	14.3%	-1.0%	7.7%	9.8%	0.9%
CN(CP(=O)(O)C(O)c1ccccc1)S(C)(=O)=O (configuration not stated)	2.4%	-4.5%	-6.9%	-6.4%	-2.5%	-1.4%	-4.8%	-2.1%	-3.5%	-0.6%	1.1%
COc1ccc(NC(=O)CN2C(=O)CC(C)(C)S(=O)(=O)c3ccccc32)cc1	5.3%	-15.1%	2.9%	11.9%	-6.9%	0.1%	-3.7%	-0.6%	x	0.0%	0.6%
CC(C)(C)C1CCC2(CC1)C(C#N)=C(SCC(=O)NC1CCCCC1)NC(=O)C2C#N (configuration not stated)	-6.5%	-3.0%	-10.0%	1.0%	-17.0%	-1.3%	-5.4%	-1.6%	33.5%[activator]	0.0%	-0.8%
Cn1c(Cn2c(=O)sc3ccccc32)nnc1SCC(=O)N1CCCCCC1	-3.7%	-5.7%	9.2%	4.5%	-2.6%	-0.1%	-6.0%[2.3 µM]	-12.8%	x	x	-0.9%
COC(=O)c1cnn2c(C(F)(F)F)cc(-c3ccc(F)cc3)nc12	-2.5%	6.4%	-29.5%	42.5%[activator]	3.2%	-0.2%[57.5 µM]	0.3%	-0.9%	x	2.3%	0.7%
CC(=O)Nc1cc(OC(C)=O)c2nonc2c1OC(C)=O	-12.3%	-0.5%	u	15.8µM*	u	2.9%[57.5 µM]	u	-3.4%	-5.2%	-1.2%	-1.8%
O=c1ccc2ccc(OCc3nnc(-c4ccccc4Br)o3)cc2o1	1.7%	6.5%	-2.8%	u	u	-0.1%	2.7%	0.2%	7.9%	0.0%	-3.0%
Cc1nn(CCCC(=O)N2CCc3ccccc3C2)c(=O)c2cc3sccc3n12	-2.0%	0.6%	-15.6%	-11.6%	u	-0.4%	2.5%	5.6%	x	-1.6%	0.4%
O=C(NCc1ccc2c(c1)OCO2)c1ccc2c(c1)C(=O)N(CC1CCCO1)C2=O (configuration not stated)	-4.1%	1.5%	-3.5%	-0.6%	-10.1%	-0.8%	-3.0%	1.0%	3.4%	3.2%	-2.1%
Cc1oc(-c2ccccc2F)nc1CN1CCC(C(=O)NCc2cccs2)CC1	-4.5%	-6.7%	5.8%	8.7%	u	2.2%	-5.0%	-1.7%	27.7%	-1.0%	1.0%
